# Pf growth 48h: P. falciparum growth inhibition at 48 hours (one generation) | P. falciparum luciferase growth in erythrocytes, 48 h | Potency, µM (highest dose often 28.7 µM), for the others: at the top dose activity change, negative = inhibition, most hits filed as inhibitors | 310,000 tested, 5.9% active | AID 504832; further: potency means the concentration at half of the fitted maximal effect; on the % scale 0 is the no-effect control and ±100 the full control effect
#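 Luminescence readout; reporter = integrated firefly luciferase in P. falciparum. RBC culture at 2% hematocrit, 0.1% parasitemia final, 37 C/5% CO2; decreased signal taken as growth inhibition.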
# Pf growth 96h: P. falciparum growth inhibition at 96 hours; P. falciparum luciferase reporter growth, 96 h; Potency, µM (doses to about 28.7 µM), for the others: at the highest dose activity change, negative = inhibition, most hits filed as inhibitors; 320,000 tested, 6.9% active; further: potency means the concentration at half of the fitted maximal effect; on the % scale 0 is the no-effect control and ±100 the full control effect
#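 Compounds incubated with erythrocytes infected by luciferase-expressing P. falciparum (2% hematocrit, 0.05% parasitemia final) for 96 hours, 37 C in 5% CO2. Growth inhibition scored as decreased luciferase luminescence.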
# CHX counter: counter-screen for Shiga toxin inhibitors: cycloheximide protein synthesis inhibition; cell reporter, cycloheximide protein synthesis inhibition counterscreen; max response, %; 300,000 tested, 12% active; AID 2314; in the data active means max response mostly above about 13%, no sharp cut-off; inactive means mostly below about 14%; further: read at 38.3 µM for the half of the compounds with a filed dose; 0% is about no effect
# Giardia FBPA inh: blocks Giardia fructose-bisphosphate aldolase activity. Potency, µM (titrated, usually from 59.6 µM), inactives show at the highest dose activity, negative = inhibition, usual class: inhibitors. A8B2U2. 290,000 tested, 0.71% active. purified Giardia FBPA; further: potency means the concentration at half of the fitted maximal effect; on the % scale 0 is the no-effect control and ±100 the full control effect; nearly all actives have a fitted effect of over 55% in size
# Target sequence (A8B2U2 whole entry, looked up): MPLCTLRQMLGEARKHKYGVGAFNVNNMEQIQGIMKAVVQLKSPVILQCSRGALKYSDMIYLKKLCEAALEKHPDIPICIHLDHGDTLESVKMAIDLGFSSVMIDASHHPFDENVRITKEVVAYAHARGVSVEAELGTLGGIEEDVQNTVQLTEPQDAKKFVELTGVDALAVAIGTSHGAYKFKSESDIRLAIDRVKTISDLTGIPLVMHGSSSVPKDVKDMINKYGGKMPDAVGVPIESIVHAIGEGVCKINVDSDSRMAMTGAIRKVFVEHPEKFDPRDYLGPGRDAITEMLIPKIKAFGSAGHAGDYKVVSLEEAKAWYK
#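 Giardia FBPA (40 nM reagent) was preincubated 10 min at RT with compound (up to 57.5 uM final), then substrate plus GAPDH/TPI/NAD/arsenate coupling system with diaphorase/resazurin was added; resorufin fluorescence (525/598 nm) was read after 20 min.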
# Shiga toxin inh: inhibitors of Shiga toxin in Vero cells. Vero cells, Shiga toxin protein synthesis inhibition reporter. inhibition, % at 38.7 µM. 290,000 tested, 9.2% active. AID 2315; in the data active means inhibition mostly above about 28%, no sharp cut-off; inactive means mostly below about 43%; further: 0% is about no effect
# Sm TGR block: blocks Schistosoma mansoni thioredoxin glutathione reductase; Q962Y6; purified TGR, DTNB reduction, TNB absorbance 405 nm; Potency, µM (series often up to 114 µM), inactives show top-dose activity change, negative = inhibition, most hits filed as inhibitors; 360,000 tested, 3% active; AID 485364; further: potency means the concentration at half of the fitted maximal effect; on the % scale 0 is the no-effect control and ±100 the full control effect; nearly all actives have a fitted effect of over 60% in size
#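 Kinetic colorimetric format: TGR-catalysed, NADPH-driven DTNB reduction monitored via TNB absorbance. Enzyme dispensed at 20 nM; compound exposure 15 min at room temperature before reaction start.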
# An asterisk follows results filed as active; ? = inconclusive; nt = not tested or not shown; [ ] = remark or other dose. Unless noted, the call rests on the fitted dose curve; in most records, active means well fitted curve in the direction sought with a large enough effect; inconclusive means small, poorly fitted or top-dose-only effect, or another doubt; inactive means no such curve, though single readings can be large; an effect the other way counts as inactive or inconclusive.
SMILES,Pf growth 48h,Pf growth 96h,CHX counter,Giardia FBPA inh,Shiga toxin inh,Sm TGR block
CS/C(=N\S(=O)(=O)c1ccc(N)cc1)NS(=O)(=O)c1cccs1,9%,101%,-2,16%,9,-3%
CN(C)CCCN(C(=O)c1sc2ccccc2c1Cl)c1nc2ccc(F)cc2s1,107%[activator],110%[activator],37*,0%,79*,0%
O=C(CSc1nc(-c2cccs2)cc(C(F)(F)F)n1)NCCCN1CCOCC1,1%,0%,-2,2%,14,nt
O=C(O)C(NS(=O)(=O)c1cccc2nsnc12)c1ccccc1 (stereo unspecified),7%,19%,2,-16%,12,0%
COc1ccc(NC(=O)Nc2cccs2)cn1,12%,22%,9.5*,-4%,18,13µM*
Cc1ccccc1OCC(=O)N(Cc1nnc(-c2ccc(Cl)cc2)o1)C(C)C,?,?,nt,nt,nt,0%
O=C(O)CSc1nc(SCc2ccccc2Cl)nc2c1CCCC2,-6%,20%,2,7%,-13,0%
COc1ccc(N2CC2c2ccncc2)cc1 (stereo unspecified),6%,-9%,5,20%,13,-1%
Cc1nc2ccccc2n1CC(O)Cn1c(C(F)(F)F)nc2ccccc21 (stereo unspecified),?,14%,-3,4%,-4,-28%
Cc1ccc(S(=O)(=O)N(C)c2ccc(OCC(=O)N3CCCCC3)cc2)cc1,?,?,-1,nt,-3,-5%
CC(OC(=O)C1=COCCO1)C(=O)Nc1ccc(Cl)cn1 (stereo unspecified),?,30%[activator],nt,nt,nt,1%
COc1ccc(/C=C/C(=O)Oc2ccc(C)cc2)cc1,0%,?,1,2%,40,4%
Cn1c(CC(=O)NNC(=O)c2cccnc2)nc2ccccc21,1%,6%,nt,nt,nt,-1%
O=C(O)c1cccc(S(=O)(=O)Nc2ccccc2C(=O)NCCc2ccccc2)c1,52%[activator],46%[activator],29*,28%,46*,-6%
COc1cccc(C2CN(c3ccc(F)cc3F)N=C2c2cccs2)c1OC (stereo unspecified),5.9µM*,12µM*,1,1%,3,-4%
Cc1ccc(CNC(=O)COC(=O)c2cnc(C)cn2)cc1,-4%,9%,1,2%,-10,-9%
CCS(=O)(=O)c1ccc2oc(SCC(=O)NCCc3ccc(OC)cc3)nc2c1,19%,32%,-2,-3%,17,6%
O=C(Cn1nc(Cc2cccnc2)c2ccccc2c1=O)Nc1ccccc1F,-18%,-11%,-1,0%,-7,10%
N/C(CN1CCCCC1)=N\S(=O)(=O)c1cc(Cl)cc(Cl)c1,-12%,-17%,-3,5%,31,-12%
O=C(/C=C/c1ccc(F)cc1)NCCc1ccc2c(c1)OCCO2,-5%,-5%,1,-1%,4,-2%
CCOc1cc(CNCc2cc(OC)cc(OC)c2)ccc1OC,0%,?,-1,-27%,11,?
O=C(N/N=C/c1cccc(F)c1)c1cc(-c2ccco2)nc2ccccc12,59%[activator],141%[activator],71*,-12%,86*,?
Cc1cc(C)nc(SCCN2CCOCC2)n1,nt,?,-3,-9%,-12,-1%
Cc1ccc(S(=O)(=O)CC(O)COc2ccc(F)cc2Cl)c(C)c1 (stereo unspecified),-12%,9%,1,-9%,17,nt
CCOC(=O)c1cccc(NC(=O)C2CCN(S(=O)(=O)c3cnc[nH]3)CC2)c1,nt,72%[activator],-2,6%,7,0%
COc1ccc([N+](=O)[O-])cc1Nc1c2ccccc2nc2ccccc12,12µM*,17µM*,-3,-2%,-1,2%
O=C1c2cc(O)c(O)cc2S(=O)(=O)C1c1ccccc1 (stereo unspecified),21%,2%,nt,nt,nt,-14%
CCC(C)NC(=O)CNC(=S)N(CCCN1CCOCC1)Cc1cccs1 (stereo unspecified),0%,2%,-1,2%,-3,1%
CCCCc1c(C)nc(N)[nH]c1=O,14%,?,13,1%,-10,9%
CCN(CC)C(=O)/C(=C/c1ccc2c(c1)OCO2)NC(=O)c1ccc(Br)cc1,-10%,-16%,-2,5%,-10,4%
CC(Oc1ccc(C(=O)c2ccc(F)cc2)cc1)C(=O)N1CCOCC1 (stereo unspecified),-16%,9%,nt,nt,nt,1%
COC(=O)c1ccc(CN2CCC(CO)(Cc3cccc(OC)c3)CC2)cc1,-3%,?,-3,1%,-18,-2%[57.1 µM]
CCOC(=O)C(=NCCOC)NNc1cc(Cl)ccc1Cl,-4%,58%[activator],5,2%,-3,-11%
Oc1ccc(Cl)cc1N=Cc1sc2ccccc2c1Cl,?,2.3µM*,41*,-21%,61*,?
Cc1cccc(N2CSC3=C(C#N)C(c4ccc(C)o4)CC(=O)N3C2)c1 (stereo unspecified),36%[activator],10µM*,11*,?,26,11µM*
[O-]/[N+](=C/c1ccc(F)cc1)c1ccc(Cl)cc1,121%[activator],-12%,54*,-16%,53,-25%
CN(C)C1C(=O)C(C(N)=O)C(=O)C2(O)C(=O)C3C(=O)c4c(O)ccc(Cl)c4C(O)C3CC12 (stereo unspecified),nt,nt,-3,?,-19,nt
c1ccc(C2=NNC(=NC3CC3)SC2)cc1,171%[activator],87%[activator],15*,-24%,32,-5%
O=C(O)c1ccccc1C(=O)c1ccc(Br)s1,-16%,30%[1.15 µM],6,4%,-1,-28%
O=C1N(C2CCCC2)C[C@@H]2C[C@@H](c3cccn3-c3ccccn3)N3CCC[C@@]123,-15%,1%,2,0%,-10,12%
COC(C[C@@H]1O[C@@H]1[C@H](O)[C@H](C)OCc1ccccc1)OC,50%[activator],69%[activator],-1,8%,-6,7%
Nc1c(C(=O)NCCCc2ccccc2)c2nc3ccccc3nc2n1Cc1cccs1,12µM*,nt,-5,?,-10,1%
O=C(Nc1ccc2nsnc2c1)NC1CCCCC1,nt,28%,50*,?,72,-1%
CCN1CCN(S(=O)(=O)c2ccc(Cl)c(C(=O)NCc3ccco3)c2)CC1,-14%,11%,nt,nt,nt,-10%
COc1c(/C=N/Nc2ccc(C(=O)O)cc2)c(CCN(C)C(C)=O)cc2c1OCO2,16%,19%,25*,-1%,70*,1%
O=C(NCCN1C(=O)S/C(=C\c2cccnc2)C1=O)C1=NN(c2ccccc2)C(=O)CC1,-7%,-1%,-2,1%,-4,-9%
C=CCNC(=O)C1CCN(c2ccc(S(=O)(=O)N3CCOCC3)cc2Cl)CC1,9.3µM*,261%[activator],-3,1%,-25,-8%
COc1ccc(/C=C(/Sc2nnc(-c3ccc(Cl)cc3)o2)C(=O)O)cc1,40%[activator],37%[activator],-4,6%,-2,7%
CN(C(=O)COC(=O)CCC1CCCCC1)c1c(N)n(Cc2ccccc2)c(=O)[nH]c1=O,0%,20%,nt,nt,nt,-6%
CCOc1cc(-c2noc(N)c2C#N)cc(OCC)c1OCC,?,?,6,-6%,-14,?
CCCCCn1c(=O)c(Cc2ccccc2)c(O)c2ccccc21,2%,8%,-1,-9%,-4,-7%
CN(C)S(=O)(=O)N1CCC(Oc2ccc(C(=O)NCC(C)(C)CO)cc2)CC1,-17%,1.7µM*,11,1%,6,4%
O=C(O)CCCNS(=O)(=O)c1ccc(NCc2ccccc2)c(C(=O)O)c1,5%,35%[activator],3,19%,-7,1%
O=C(CN1C(=O)c2ccccc2C1=O)N1CCN(C(=O)c2ccco2)CC1,nt,?,-7,-2%,3,-2%
CCSc1nc(C)c(C)c(=O)[nH]1,-7%,31%[activator],-3,-2%,-8,12%
Cc1c(C#N)c2ccccc2n1CC(=O)N1CCCC1,?,21%,7,-7%,6,-13%
CC1CN(Cc2cnc(Cl)s2)CC(C)O1 (stereo unspecified),-3%,31%[activator],6,5%,-2,-3%
O=C(O)C1Cc2ccccc2N2CCCC12 (stereo unspecified),?,1.9µM*,1,-27%,4,?
COc1ccccc1CNC(=O)C/C(C)=N/NC(=O)Cc1ccccc1,14%,80%[activator],1,2%,-13,-28%
N#Cc1ccccc1OCC(=O)OCC(=O)c1c[nH]c2ccccc12,-13%,-21%,nt,nt,nt,5%

# Later entries
SMILES,Pf growth 48h,Pf growth 96h,CHX counter,Giardia FBPA inh,Shiga toxin inh,Sm TGR block
O=[N+]([O-])c1ccc(O)c(/C=N/n2c(CO)nc3ccccc32)c1,?,13µM*,-3,-7%,-2,0%
O=C(NCc1cccs1)C(=O)c1cn(CC(=O)N2CCCC2)c2ccccc12,?,-15%,7,0%,62,5%
COc1cc2cc(CN(CCCN3CCOCC3)Cc3nnnn3Cc3ccccc3)c(=O)[nH]c2cc1OC,-14%,6%,0,-8%,-8,0%
Cc1cccc(N2CCN(Cc3nc(CC4CC4)no3)CC2)n1,18%,-11%,2,3%,9,-1%
Cn1ncc(Cl)c1C(=O)N1CCN(C(=O)c2ccco2)CC1,5%,-29%,-5,6%,-4,-3%
Cc1ccccc1Nc1nnc(SCC(=O)NC(=O)Nc2ccc3c(c2)OCCO3)s1,53%[activator],67%[activator],62*,0%,50*,3%
Cc1sc(NC(=O)C2C3CCC(O3)C2C(=O)O)c(C(=O)OC(C)C)c1-c1ccc(Cl)cc1 (stereo unspecified),45%[activator],52%[activator],-3,25%,-18,-22%
Cc1ccc(SCC2=NNC(=O)C2)cc1,?,?,-1,1%,-4,-20%
COc1cccc(C(=O)NCCOc2cc(C)cc(C)c2)c1,12%,?,4,7%,8,-9%
CC(=O)Oc1ccc(C(=O)Nc2ccccc2NC(=O)c2ccc(OC(C)=O)cc2)cc1,-9%[0.00184 µM],?,-4,6%,-6,-17%
O=C(CN1C(=O)NC2(CCCC2)C1=O)OCc1ccccc1F,-22%,-30%,nt,nt,nt,-5%
CC(C)(C)n1nnnc1C(c1ccc(F)cc1)N1CCN(Cc2ccc3c(c2)OCO3)CC1 (stereo unspecified),?,3%,1,7%,-2,0%
O=C(N/N=C/c1cccnc1)c1ccc(NC(=O)c2ccc(F)cc2)cc1,-10%,9%,-1,-18%,12,-13%
Cc1ccc(NC2CCCN(C(=O)c3ccccc3N3CCOCC3)C2)cc1C (stereo unspecified),-26%,42%[activator],-2,nt,-3,-21%
O=C(Nc1ccc(S(=O)(=O)N2CCCCC2c2cccnc2)cc1)c1ccccc1F (stereo unspecified),?,?,4,-10%,-9,2%
NC(=O)COC(=O)c1ccc(-c2ccc(O)cc2)cc1,91%[activator],54%[activator],9,4%,17,-1%
c1ccc2c(c1)oc1c(NCC3CCCO3)ncnc12 (stereo unspecified),51%[activator],19%,34*,-15%,54*,5%
CC(NC(=O)c1cc(S(=O)(=O)N(C)C)ccc1N1CCCC1)C1CC2CCC1C2 (stereo unspecified),?,?,-3,0%,-19,3%
O=C(COc1ccc(C(=S)N2CCOCC2)cc1Cl)Nc1ccccc1Cl,29%,13%,19*,?,52*,-4%
CC(OC(=O)c1cccc(S(=O)(=O)N2CCCCC2)c1)C(=O)NC1CCCCC1C (stereo unspecified),-10%,-1%,-2,nt,-8,6%

# Some of the entries above, reformatted:
# Every second line gives: Pf growth 48h, Pf growth 96h, CHX counter, Giardia FBPA inh, Shiga toxin inh, Sm TGR block
O=C(Nc1ccc(S(=O)(=O)N2CCCCC2c2cccnc2)cc1)c1ccccc1F (stereo unspecified)
→ ?, ?, 4, -10%, -9, 2%
NC(=O)COC(=O)c1ccc(-c2ccc(O)cc2)cc1
→ 91%[activator], 54%[activator], 9, 4%, 17, -1%

# Taken from above:
# For CHX counter, O=C(Nc1ccc(S(=O)(=O)N2CCCCC2c2cccnc2)cc1)c1ccccc1F (stereo unspecified) is entered as 4
# For Sm TGR block, CC(OC(=O)c1cccc(S(=O)(=O)N2CCCCC2)c1)C(=O)NC1CCCCC1C (stereo unspecified) is entered as 6%
# For Giardia FBPA inh, O=C(N/N=C/c1cccnc1)c1ccc(NC(=O)c2ccc(F)cc2)cc1 is entered as -18%
# For CHX counter, O=C(COc1ccc(C(=S)N2CCOCC2)cc1Cl)Nc1ccccc1Cl is entered as 19*
# For Shiga toxin inh, Cc1ccc(NC2CCCN(C(=O)c3ccccc3N3CCOCC3)C2)cc1C (stereo unspecified) is entered as -3
# For Sm TGR block, NC(=O)COC(=O)c1ccc(-c2ccc(O)cc2)cc1 is entered as -1%

# Bioassay records: PubChem, National Center for Advancing Translational Sciences (NCATS)
